Screens from PubChem BioAssay.
RECQ1 helicase: inhibitors of human RECQ1 DNA helicase; RECQ1 DNA unwinding, red fluorescence kinetic read; Potency, µM (top dose mostly 57.3 µM), for the others: at the highest dose activity, negative = inhibition, hits mostly inhibitors; 240,000 compounds, 0.54% hits; AID 2549;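 further: plate controls were vehicle for no effect and no enzyme for full effect; nearly all actives have a fitted effect of over 30% in size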
Target sequence (P46063 whole entry, looked up): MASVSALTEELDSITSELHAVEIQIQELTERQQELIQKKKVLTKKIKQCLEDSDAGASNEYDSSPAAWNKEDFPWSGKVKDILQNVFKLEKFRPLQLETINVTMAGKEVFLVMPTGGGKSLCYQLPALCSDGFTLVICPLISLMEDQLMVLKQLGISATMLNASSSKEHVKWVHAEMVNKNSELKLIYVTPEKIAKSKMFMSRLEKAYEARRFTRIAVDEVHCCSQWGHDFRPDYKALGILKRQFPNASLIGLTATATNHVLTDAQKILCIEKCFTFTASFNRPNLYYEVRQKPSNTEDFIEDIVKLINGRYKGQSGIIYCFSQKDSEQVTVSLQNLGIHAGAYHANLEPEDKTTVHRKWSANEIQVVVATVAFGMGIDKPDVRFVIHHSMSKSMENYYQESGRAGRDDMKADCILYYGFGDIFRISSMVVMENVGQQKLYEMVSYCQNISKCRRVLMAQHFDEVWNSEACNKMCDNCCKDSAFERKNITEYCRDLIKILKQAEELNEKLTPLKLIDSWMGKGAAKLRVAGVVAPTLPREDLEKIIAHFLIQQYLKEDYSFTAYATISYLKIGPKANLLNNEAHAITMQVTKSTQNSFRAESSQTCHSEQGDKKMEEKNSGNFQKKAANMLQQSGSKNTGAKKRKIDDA
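RECQ1T1 50 nM; forked duplex (20 bp + 30-nt ss tails) 200 nM, ATP 2 mM final; pH 8.0, 2 mM MgCl2, 2.5 ug/ml poly(dI-dC); 15 min compound preincubation; discontinuous kinetic read over 2 h at RT.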
HTT ATP protect: protects HTT-Q103 PC12 cells, measured by ATP; 230,000 compounds, 0.14% hits; PC12 HTT-Q103 induced, cytoprotection, ATP luminescence, 40 h; Potency, µM (series often up to 56.4 µM), for the others: cytoprotection (ATP increase), actives largely listed as activators;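 further: % of control where 0% means no effect; nearly all actives have a fitted effect of over 45% in size; toxic huntingtin expression switched on by the ecdysone agonist tebufenozide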
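PC12 cells stably carrying ecdysone-inducible Htt exon 1 (Q103)–GFP were induced with 100 nM tebufenozide (final) alongside library compounds in a dose series. Cytoprotection was scored as retained ATP by ATPlite luminescence.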
Tau fluor cs: counter-screen for tau fibril formation inhibitors. tau K18 P301L Alexa594 fluorescence, heparin fibrillization. Potency, µM (series often up to 57.7 µM), for the others: at the top dose activity change, negative = decrease. 280,000 compounds, 0.93% hits; further: on the % scale 0 is the no-effect control and ±100 the full control effect; nearly all actives have a fitted effect of over 55% in size
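Human tau K18 P301L (15 uM unlabeled, 0.24 uM Alexa 594-labeled) in 100 mM sodium acetate pH 7 with 20 uM heparin, 6 hr at 37 C. ThT 30 uM added, 1 hr ambient; Alexa 594 FP and total fluorescence read at 555/632 nm.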
TR SRC2 fluor cs: alters Texas Red total fluorescence, flagging assay interference. Potency, µM (titrated, usually from 106 µM), for inactives: at the top dose fluorescence change, negative = quenching. 280,000 compounds, 0.29% hits. TRb/SRC2 Texas Red total fluorescence interference. AID 1479; active means well fitted curve in either direction with a large enough effect; inconclusive means small, poorly fitted or top-dose-only effect; further: on the % scale 0 is the no-effect control and ±100 the full control effect
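Human TRβ ligand-binding domain (0.6 uM) and Texas Red SRC2 peptide (20 nM) in Tris buffer with 1 uM T3 and 5% DMSO were incubated with pinned compound for 5 hr at ambient temperature. Total fluorescence was computed as S + 2P (555/632 nm).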
Tau FP inhib: blocks human tau fibril formation measured by polarization. Potency, µM (series often up to 57.7 µM), inactives show at the top dose activity, negative = inhibition, usual class: inhibitors. K18 P301L tau heparin fibrillization, Alexa594 FP, 6 h. P10636. AID 1468. 280,000 compounds, 0.39% hits; further: on the % scale 0 is the no-effect control and ±100 the full control effect; nearly all actives have a fitted effect of over 55% in size
Target sequence (P10636 561-689 P618L limits assumed): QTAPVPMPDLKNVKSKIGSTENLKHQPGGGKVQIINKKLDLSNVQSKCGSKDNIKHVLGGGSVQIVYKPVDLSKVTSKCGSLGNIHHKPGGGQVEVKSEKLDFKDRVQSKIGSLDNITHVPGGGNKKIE
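Read-out: fluorescence polarization of Alexa 594-labeled tau (0.24 uM), 555 nm excitation, 632 nm emission. Mixtures held 15 uM unlabeled K18 P301L, compound and 20 uM heparin, pH 7 acetate buffer, incubated 6 hr at 37 C.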
L3MBTL1 block: inhibitors of human L3MBTL1 | 230,000 compounds, 0.66% hits | AlphaScreen L3MBTL1–H3K9me1 peptide binding | Potency, µM (highest dose often 57.1 µM), inactives show top-dose activity, negative = inhibition, most hits filed as inhibitors; further: on the % scale 0 is the no-effect control and ±100 the full control effect; nearly all actives have a fitted effect of over 60% in size
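First, the protein-peptide complex forms for 30 min at room temperature (L3MBTL1 50 nM, biotinylated H3K9me1 peptide 75 nM). Next, compounds are pin-transferred and incubated 30 min. Finally, AlphaScreen beads are added and read after 30 min.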
TRb-SRC2 inh: inhibitors of human thyroid hormone receptor beta-SRC2 interaction | P10828 | TRbeta-SRC2 peptide binding, fluorescence polarization; receptor liganded with 1 µM T3 | Potency, µM (titrated, usually from 106 µM), for inactives: top-dose activity change, negative = inhibition, usual class: inhibitors | 280,000 compounds, 0.065% hits;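 further: plate controls were bound peptide for no effect and peptide without receptor for full effect; nearly all actives have a fitted effect of over 50% in size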
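Quantitative HTS by FP: 0.6 uM TRb LBD, 20 nM labeled SRC2 20-mer, 1 uM T3, 5% DMSO; 5 hr ambient incubation; % activity per concentration and potencies from concentration series.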
Tau fibril ThT: tau fibrillization inhibition (ThT binding); 270,000 compounds, 2.1% hits; Potency, µM (titrated, usually from 57.4 µM), for the others: at the top dose activity, negative = inhibition, usual class: inhibitors; AID 1460; recombinant tau K18 P301L (four-repeat tau fragment), heparin-induced fibrillization, ThT fluorescence; P10636; further: on the % scale 0 is the no-effect control and ±100 the full control effect; nearly all actives have a fitted effect of over 55% in size
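In this qHTS, human K18 P301L tau is incubated with compound and heparin for 6 hr at 37 C, and Thioflavin T fluorescence then reports fibril load.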
Starred values were filed as active, the others as inactive; i = inactive; ? = inconclusive; . = not tested or not shown; & = joins results of further samples; [ ] = dose if it differs, or a comment. Unless noted, the call rests on the fitted dose curve; in most records, active means well fitted curve in the direction sought with a large enough effect; inconclusive means small, poorly fitted or top-dose-only effect, or another doubt; inactive means no such curve, though single readings can be large; an effect the other way counts as inactive or inconclusive. Potency means the concentration at half of the fitted maximal effect.

Compound	RECQ1 helicase	HTT ATP protect	Tau fluor cs	TR SRC2 fluor cs	Tau FP inhib	L3MBTL1 block	TRb-SRC2 inh	Tau fibril ThT
O=C(/C=C/c1ccccc1)Nc1cc(-c2nc3cc(Cl)ccc3o2)ccc1Cl	.	.	-7%	-4%	?	.	10%	-2%
COc1ccc(CNC(=O)CSc2ncc3c(n2)-c2ccc(Cl)cc2N(Cc2ccc(F)cc2)S3(=O)=O)cc1OC	.	.	-23%	0%	-17%	.	1%	13%
Cc1ccc(C(=O)COC(=O)C(C)N2C(=O)C3C4C=CC(C4)C3C2=O)cc1 (configuration not stated)	i	9%[0.074 µM]	7%	1%	9%	-7%	-2%	6%
CCOC(=O)c1cc(-c2ccccc2)sc1NC(=O)CC	-6%	-8%[10 µM]	-8%	0%	1%	14%	10%	-4%
Cc1nc(Nc2ccc3c(c2)OCCO3)c2nnn(Cc3ccccc3Cl)c2n1	i	-35%	?	3%	10%	-6%	-2%	-12%
Cc1ccc(/C=C/C(=O)Nc2ccc(Oc3ccccc3)cc2)o1	-3%	-17%[10 µM]	?	3%	-9%	-7%	-2%	?
O=C(NCCN1CCOCC1)c1cc2cc([N+](=O)[O-])ccc2s1	12%	-23%	5%	0%	3%	9%	1%	2%
O=C(CNC(=O)c1ccco1)NCC(=O)OCc1cccc(Cl)c1	-14%	12%	-4%	-1%	0%	0%	-3%	-8%
CCN1CCC(NC(=O)Nc2cc(Cl)ccc2OC)CC1	i	.	-1%	-6%	-2%	20%	-5%	-1%
Cc1nc(NC(=O)c2ccccc2)sc1-c1csc(Nc2ccc(Cl)cc2Cl)n1	-2%	-67%[inhibitor]	?	-2%	7%	-14%	-8%	?
Cc1ccc(CCNC(=O)CN2C(=O)COc3ccc(S(=O)(=O)N4CCCC4)cc32)cc1	.	.	-11%	0%	-6%	.	2%	4%
CC(=O)c1cccc(NC(=O)CSCc2ccc(Br)cc2)c1	-8%	0%[1.9 µM]	-19%	10%	-6%	3%	3%	0%
CC(=O)COc1cc(C)cc2oc(=O)c(C)c(C)c12	-8%	-25%	-6%	0%	-2%	1%	0%	-8%
COC(=O)c1ccc(C23CC4(C2)[C@H](CN(C)[C@@H]4c2ccccc2)C3c2ccc(Cl)nc2)cc1 (some centres not stated)	i	-12%	-14%&-10%	0%&-1%	1%&-12%	.	1%&2%	?
Cc1cc(C)cc(NC(=O)Oc2ccccc2N2CCCCC2)c1	i	2%[10 µM]	-10%	-4%	6%	-6%	-8%	-15%
N#CCCN(C(=O)COC(=O)c1ccc2c(c1)NC(=O)CS2)c1ccc2c(c1)OCCO2	-16%	3%	-27%	2%	-2%	.	-1%	-12%
Cc1ccc2c(c1)c1c(c(=O)n(-c3ccccc3)c(=O)n1CC(=O)N1CCCC1)n2C	.	.	7%	-1%	1%	.	-2%	3%
CC1(C)OC(=O)N2CCc3ccccc3C21C (configuration not stated)	-4%	30%[1.9 µM]	-1%	2%	-2%	7%	8%	-3%
CCOc1ccc(Oc2cc(NC(=O)c3ccco3)cc([N+](=O)[O-])c2)cc1	-13%	-12%	?	-5%	-10%	-10%	1%	-9%
CC1(C)CC(=O)C/C(=N/Nc2nc3ccccc3s2)C1	i	-6%[10 µM]	?	-1%	?	-20%	6%	?
Cc1cccc(Nc2nnc(SCC(=O)NCc3cccs3)s2)c1	i	-123%[inhibitor]	-26%	0%	8%	7%	1%	-4%
O=C(CNC1CCCCCC1)Nc1ccc(S(=O)(=O)NC2CC2)cc1	-2%	4%[10 µM]	-10%	-5%	7%	-1%	-7%	-15%
CC1CCc2c(sc3ncn(CC(=O)N=Nc4c(O)[nH]c5ccccc45)c(=O)c23)C1 (configuration not stated)	2%	11%[10 µM]	-22%	-2%	?	.	5%	?
CCOC(=O)C1C(C(C)=O)=C(c2ccccc2)c2ccccc2N1S(=O)(=O)C(F)(F)F (configuration not stated)	i	-8%	-15%	0%	7%	9%	-2%	-19%
CCN(CC)C(=O)C(=O)c1cccn1-c1cccc(Cl)c1C#N	-1%	16%	-3%	-5%	2%	.	-16%	-8%

Reformatted: results already given.
COC(=O)c1ccc(C23CC4(C2)[C@H](CN(C)[C@@H]4c2ccccc2)C3c2ccc(Cl)nc2)cc1 (some centres not stated)
  RECQ1 helicase: i; HTT ATP protect: -12%; Tau fluor cs: -14%&-10%; TR SRC2 fluor cs: 0%&-1%; Tau FP inhib: 1%&-12%; L3MBTL1 block: .; TRb-SRC2 inh: 1%&2%; Tau fibril ThT: ?
Cc1cc(C)cc(NC(=O)Oc2ccccc2N2CCCCC2)c1
  RECQ1 helicase: i; HTT ATP protect: 2%[10 µM]; Tau fluor cs: -10%; TR SRC2 fluor cs: -4%; Tau FP inhib: 6%; L3MBTL1 block: -6%; TRb-SRC2 inh: -8%; Tau fibril ThT: -15%

(list continues)
Compound	RECQ1 helicase	HTT ATP protect	Tau fluor cs	TR SRC2 fluor cs	Tau FP inhib	L3MBTL1 block	TRb-SRC2 inh	Tau fibril ThT
CC(=O)c1cccc(CN2CCN(Cc3ccc(C)cc3)C(CCO)C2)c1 (configuration not stated)	-15%	-22%	-4%	-4%	-9%	11%	-2%	-5%
Cc1ccc(C(=O)Nc2ccccc2C(=O)OCc2cc(=O)n3nc(C(C)C)sc3n2)cc1	.	.	3%	1%	1%	.	0%	10%
CCCCn1ccnc1C(=O)c1cc(S(=O)(=O)N2CCOCC2)ccc1C	-12%	-15%	-3%	-1%	8%	.	-5%	-3%
Cc1ccn2cc(CCNC(=O)C3CCCCC3)nc2c1	-5%	-8%[10 µM]	-12%	-1%	-3%	10%	-3%	-11%
O=C1CC(c2c[nH]c3ccccc23)C(=O)N1c1ccccc1 (configuration not stated)	-5%	31%[10 µM]	-1%	0%	4%	-23%	-9%	-2%
CCCN1C(=O)c2cc(C(=O)Nc3ccc(OC)cc3OC)ccc2C1Nc1ccc(OC)cc1OC (configuration not stated)	-10%	-46%[inhibitor]	?	-2%	6%	.	0%	-20%
COc1cc(/C=N/NC(=O)Cn2nc([N+](=O)[O-])cc2C)cc(Br)c1OCc1ccccc1	-8%	-50%[inhibitor]	?	-2%	?	.	10%	?
O=C(COc1ccccc1Cl)NC(=S)Nc1ccc(CN2CCOCC2)cc1	1%	.	-19%	-3%	-8%	-11%	9%	-13%
CC1(C)O[C@H]2[C@@H](O1)[C@@H](C(=O)Nc1ccc(F)c(F)c1)O[C@@H]1OC(C)(C)O[C@@H]12	.	.	-3%	-1%	-8%	.	-3%	5%
CCC12CN3CCN(CC(C3)/C1=N\NC(=O)Nc1ccccc1)C2	0%	7%[10 µM]	-5%	-1%	-7%	1%	-9%	-5%
CC(C)(C)c1ccc(C(=O)NNC(=O)Cc2ccccc2)cc1	-6%	-2%	-4%	-3%	4%	.	3%	-17%
COc1ccc(CNC(=O)Cn2nc(C)c3nn(-c4ccc(Cl)cc4)c(C)c3c2=O)cc1	.	.	-4%	-2%	-13%	.	-1%	5%
COc1ccc(-n2cnnc2SCC(=O)Nc2ccc(N3CCOCC3)cc2)cc1	-4%	5%	-11%	-1%	11%	-7%	1%	-15%
COc1ccccc1Nc1nc(N)nc(CSc2nncn2C)n1	i	-14%[10 µM]	-8%	2%	-1%	.	3%	-14%
COc1ccc(CNC(=O)c2ccc3c(c2)nc2n3CCOC2)c(OC)c1	.	.	-2%	-3%	-2%	.	1%	-5%
O=C(/C=C/c1ccco1)NC(=S)Nc1cc(-c2nc3ccccc3s2)ccc1Cl	2%	-38%[10 µM]	3%	1%	6%	?	-22%	8%
Cc1cc(C(=O)CN2CC(C)OC(C)C2)c(C)n1-c1ccccc1 (configuration not stated)	-2%	3%[10 µM]	-8%	-3%	-11%	-9%	-11%	?
CCOC(=O)CSC1=C(C#N)C(=O)NC(c2ccc(OC)c(OC)c2)S1 (configuration not stated)	i	-21%	-7%	0%	-12%	11%	4%	?
CC(=O)Nc1ccc(S(=O)(=O)N2CCN(C(=O)N3CCOCC3)CC2)cc1	i	20%	4%	0%	-10%	.	-5%	2%

Of the compounds above, eleven contain a Cl atom.
Compound	RECQ1 helicase	HTT ATP protect	Tau fluor cs	TR SRC2 fluor cs	Tau FP inhib	L3MBTL1 block	TRb-SRC2 inh	Tau fibril ThT
O=C(/C=C/c1ccccc1)Nc1cc(-c2nc3cc(Cl)ccc3o2)ccc1Cl	.	.	-7%	-4%	?	.	10%	-2%
COc1ccc(CNC(=O)CSc2ncc3c(n2)-c2ccc(Cl)cc2N(Cc2ccc(F)cc2)S3(=O)=O)cc1OC	.	.	-23%	0%	-17%	.	1%	13%
Cc1nc(Nc2ccc3c(c2)OCCO3)c2nnn(Cc3ccccc3Cl)c2n1	i	-35%	?	3%	10%	-6%	-2%	-12%
O=C(CNC(=O)c1ccco1)NCC(=O)OCc1cccc(Cl)c1	-14%	12%	-4%	-1%	0%	0%	-3%	-8%
CCN1CCC(NC(=O)Nc2cc(Cl)ccc2OC)CC1	i	.	-1%	-6%	-2%	20%	-5%	-1%
Cc1nc(NC(=O)c2ccccc2)sc1-c1csc(Nc2ccc(Cl)cc2Cl)n1	-2%	-67%[inhibitor]	?	-2%	7%	-14%	-8%	?
COC(=O)c1ccc(C23CC4(C2)[C@H](CN(C)[C@@H]4c2ccccc2)C3c2ccc(Cl)nc2)cc1 (some centres not stated)	i	-12%	-14%&-10%	0%&-1%	1%&-12%	.	1%&2%	?
CCN(CC)C(=O)C(=O)c1cccn1-c1cccc(Cl)c1C#N	-1%	16%	-3%	-5%	2%	.	-16%	-8%
O=C(COc1ccccc1Cl)NC(=S)Nc1ccc(CN2CCOCC2)cc1	1%	.	-19%	-3%	-8%	-11%	9%	-13%
COc1ccc(CNC(=O)Cn2nc(C)c3nn(-c4ccc(Cl)cc4)c(C)c3c2=O)cc1	.	.	-4%	-2%	-13%	.	-1%	5%
O=C(/C=C/c1ccco1)NC(=S)Nc1cc(-c2nc3ccccc3s2)ccc1Cl	2%	-38%[10 µM]	3%	1%	6%	?	-22%	8%

An excerpt; rates above refer to the full screens.
